Bioassay records from PubChem BioAssay.
MC4R barr agon: activates human MC4R beta-arrestin recruitment; U2OS MC4R beta-arrestin complementation, luminescence; percent of melanotan II response, DMSO zero; activation, % at 8.9 µM; P32245; 360,000 tested, 0.98% active;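 active = activation above a per-plate cutoff, the mean activation of sample wells on that plate plus 3 SD, cut at about 8% in these data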
Target sequence (P32245 whole entry, looked up): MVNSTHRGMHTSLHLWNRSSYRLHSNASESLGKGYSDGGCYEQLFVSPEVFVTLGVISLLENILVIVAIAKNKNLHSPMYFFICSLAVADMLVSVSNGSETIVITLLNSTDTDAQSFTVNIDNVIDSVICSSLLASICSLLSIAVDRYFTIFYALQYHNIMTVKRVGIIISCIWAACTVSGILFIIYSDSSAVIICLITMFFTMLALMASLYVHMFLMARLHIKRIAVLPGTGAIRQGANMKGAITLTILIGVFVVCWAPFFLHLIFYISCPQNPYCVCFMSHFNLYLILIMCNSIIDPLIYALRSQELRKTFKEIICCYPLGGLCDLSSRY
ABCB6 inh MLPCN: inhibitors of human ABC transporter ABCB6; K562-ABCB6 porphyrin accumulation, flow cytometry, 1 h; stronger effect = lower value; fluorescence ratio to DMSO, % at 10 µM; 360,000 tested, 0.19% active; AID 602162;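 active = fluorescence ratio to DMSO below 75%, the collection mean minus 3 SD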;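 also: signal is porphyrin accumulated inside mitochondria; 100% equals median channel fluorescence of DMSO control wells; lower ratio means ABCB6 inhibition with less porphyrin fluorescence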
iPSC survival up: enhancers of human iPSC single-cell survival; hiPSC single-cell survival, ATPlite luminescence; 100% = ROCK inhibitor wells, 0% = DMSO; survival enhancement, % at 20 µM; 360,000 tested, 0.044% active; in the data active = survival enhancement above about 18%;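 also: cells exposed to compounds for 16 hours before the ATP read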
Glyco luc inh: N-linked glycosylation inhibition. D54 ERlucT glycosylation luciferase reporter, 24 h; percent of 100 nM tunicamycin response. AID 588692. reporter increase, % at 12.5 µM. 360,000 tested, 0.23% active;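 active = mean luciferase reporter signal, scaled so untreated is 0 and the glycosylation-blocking control 100, at or above a set limit in every replicate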;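 also: luciferase carries N-glycosylation sites so blocking glycosylation raises the light; 0% = median of neutral control wells and 100% = median of 100 nM tunicamycin wells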
Exocytosis inh: lytic granule exocytosis inhibition; inhibition, % at 10 µM; 360,000 tested, 0.66% active; TALL-104 LAMP-1 surface exposure, flow cytometry; cells stimulated with thapsigargin and PMA;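 active = inhibition above about 55%, limit read from the data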
MC4R antag cAMP: blocks human MC4R cAMP signaling. 360,000 tested, 0.48% active. MC4R-expressing cells, MTII-stimulated cAMP, LANCE TR-FRET. AID 540295. P32245. inhibition, % at 6.5 µM;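 active = inhibition above its plate's cutoff, the mean of tested wells on that plate plus 3 SD, cut at about 29% in these data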;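 also: 0% = Melanotan II alone and 100% = Melanotan II plus saturating MCL0020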
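Assay system: human MC4R-expressing U2OS cells; reagent: Melanotan II stimulation of cells; dosing: 6.5 µM single dose; timing: compound 30 min, challenge 1 h, detection 1 h; signal: TR-FRET cAMP assay; replicates: one well per compound, no replicates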
ABHD5-PLIN5 inh: inhibitors of human ABHD5-perilipin-5 interaction. Q00G26+Q8WTS1. Split G. princeps luciferase complementation, luminescence, 4 h. inhibition, % at 4 µM. 360,000 tested, 0.78% active. AID 602281;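 active = inhibition above the mean inhibition across every tested compound plus 3 SD, cut at about 22% in these data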;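 also: 0% = DMSO only wells and the 100% control is not disclosed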
H9c2 protect: modulators protecting cardiomyocytes from myocardial damage; H9c2 cardiomyocytes, H2O2 injury protection, ATPLite, 2 h; protection from H2O2 cell death, % at 20 µM; 360,000 tested, 0.63% active;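 active = compounds giving at least 50% protection of heart cells from peroxide-induced death in the single-dose screen, raw or plate-pattern-corrected value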;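 also: 0% = DMSO wells with peroxide and 100% = DMSO wells without peroxide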
HTR2A ag: agonists of mouse serotonin 5-HT2A receptor (HTR2A); P35363; CHO-K1 mHTR2A beta-arrestin complementation, luminescence; percent of 30 µM serotonin response; activation, % at 7.6 µM; 360,000 tested, 0.66% active;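 active = activation above a run cutoff, the mean activation of all tested compounds plus 3 SD, cut at about 14% in these data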;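 also: 0% = plate median of compound wells and 100% = 30 µM serotonin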
Target sequence (P35363 whole entry, looked up): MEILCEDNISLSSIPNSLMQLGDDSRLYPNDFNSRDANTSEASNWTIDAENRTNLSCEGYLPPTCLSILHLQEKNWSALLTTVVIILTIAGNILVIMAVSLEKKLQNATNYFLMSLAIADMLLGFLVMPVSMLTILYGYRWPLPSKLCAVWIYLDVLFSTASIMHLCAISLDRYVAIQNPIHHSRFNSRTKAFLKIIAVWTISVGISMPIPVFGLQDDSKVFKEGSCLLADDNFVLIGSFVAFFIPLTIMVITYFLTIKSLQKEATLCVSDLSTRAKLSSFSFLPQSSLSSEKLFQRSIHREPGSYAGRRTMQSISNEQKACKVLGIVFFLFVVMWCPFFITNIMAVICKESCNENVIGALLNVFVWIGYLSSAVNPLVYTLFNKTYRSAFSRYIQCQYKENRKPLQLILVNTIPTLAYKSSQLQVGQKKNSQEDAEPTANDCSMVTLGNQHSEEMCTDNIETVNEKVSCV
aDG glyco up: alpha-DG glycosylation activation | Pro5-aDG cells, alpha-DG glycosylation AlphaScreen (IIH6); 0% Pro5, 100% B10-LARGE cell signal | activation, % at 10 µM | 360,000 tested, 0.22% active | AID 624168;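 active = activation of at least 8% versus controls, or a plate z-score of at least 8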;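 also: Pro5 are CHO cells carrying HIG-tagged alpha-DG that lacks glycosylation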
Active calls of the source: *; . = not tested or not shown; & = joins results of further samples.

SMILES	MC4R barr agon	ABCB6 inh MLPCN	iPSC survival up	Glyco luc inh	Exocytosis inh	MC4R antag cAMP	ABHD5-PLIN5 inh	H9c2 protect	HTR2A ag	aDG glyco up
Cc1cccc(C)c1NC(=O)CSc1nc2[nH]c(=O)cc(O)c2s1	-1.7	102.0	-0.1	1.6	1.7	4.1	-11.4	-1.0	-6.3	18.5*
CCn1c(/N=C/c2c[nH]c3ccccc23)nc2ccccc21	3.4	102.0	3.3	1.2	-0.1	-3.1	3.6	-10.6	-2.1	0.2
CC(=O)c1c(N2CCCCC2)nc(=S)n(Cc2ccccc2)c1C	-0.3	99.0	3.9	-0.8	-0.1	-1.7	-5.6	-0.9	-1.0	2.3
O=C(C[n+]1cc(-c2ccccc2)n2c1CCC2)c1cccs1	0.1	96.0	1.2	-1.0	-0.3	-1.6	1.7	-6.5	-2.4	-0.4
COc1ccc(F)cc1C(=O)C1CCCN(Cc2cnc(N3CCCC3)s2)C1 (stereo unspecified)	0.9	99.0	-0.6	0.6	-1.1	2.4	8.5	0.0	8.4	0.0
COc1cccc(OC)c1OCC(=O)Nc1ccc(S(=O)(=O)N2CCCC2)cc1	-3.6	98.0	0.1	-5.1	-2.6	1.5	-1.7	6.3	-7.6	0.4
S=c1[nH]nc(COc2ccccc2)n1/N=C/C(Cl)=C/c1ccccc1	-0.9	103.0	-5.0	14.9	-2.1	19.0	7.7	-16.7	-3.5	0.4
CC(=O)Nc1ccc(NC(=O)C(C)OC(=O)C(C)SCC(=O)Nc2ccc(C)cc2)cc1 (stereo unspecified)	-4.9	100.0	-0.3	1.8	-10.9	5.6	5.3	-4.2	-1.1	-0.2
COc1cccc(N2CCN(Cc3ccco3)CC2)c1	-0.9	102.0	-0.5	-1.1	-1.3	4.8	5.2	8.7	-1.8	0.1
Cc1nnc(SCC(N)=O)n1CCc1ccccc1	1.4	101.0	7.2	-0.1	3.1	1.4	7.4	3.1	0.9	0.0
Cc1ccc(S(=O)(=O)CC(O)COc2ccc(F)cc2Cl)c(C)c1 (stereo unspecified)	0.7	98.0	-0.1	0.4	0.2	1.5	-4.4	-8.3	1.5	0.0
COc1ccccc1-n1c(SCC(=O)N2CCCCC2)nnc1-c1ccccc1O	-1.7	98.0	-1.6	-1.4	-3.1	13.7	0.1	4.3	2.9	0.2
COc1ccc(CN2CCN(S(=O)(=O)c3ccc(NC(C)=O)cc3)CC2)c(OC)c1OC	1.4	97.0	-1.5	-1.7	-2.3	30.7*	2.1	-10.0	-1.9	0.1
Cc1ccc(C)c(NS(=O)(=O)c2ccc(OCC(=O)NCc3cccnc3)cc2)c1	0.0	96.0	1.2	-3.9	-3.8	-2.8	2.2	-0.7	-1.4	1.0
O=C(CCC1CCCC1)N1CCN(C2CCCC2)CC1	-1.8	84.0	-0.5	-0.8	1.1	6.5	0.9	0.8	9.0	0.4
COCOc1ccc(/C=C/C(=O)c2c(O)cc(OCOC)cc2OCOC)cc1	0.1	95.0	-0.3	4.5	-7.1	25.4	19.2	-3.4	-7.1	0.4
CCc1nc2c(OCc3ccc(C(F)(F)F)cc3)cccn2c1N(C)C(=O)C(C)C	-0.7	99.0	1.7	3.3	-8.4	6.9	-1.0	-6.8	-6.8	0.7
O=[N+]([O-])c1ccc2c(c1)C(N1CCOCC1)/C(=C/COc1ccc3ccccc3c1Br)O2 (stereo unspecified)	-0.5	113.0	-1.5	-1.2	-9.2	15.7	1.7	4.2	1.9	-0.3
CC(=O)Nc1ccc(NC(=O)COC(=O)C2CCC(C(C)(C)C)CC2)cc1 (stereo unspecified)	1.0	101.0	0.1	-1.1	-1.1	6.3	-5.2	7.2	8.4	0.0
COc1ccc(-c2c(N)n[nH]c2C)cc1OC	-2.2	95.0	1.5	-2.1	-0.4	6.8	1.4	5.6	-4.1	0.5
Cc1ccc(-c2c3c([nH]c(=S)c2C#N)CCCC3)o1	1.3	97.0	2.5	-0.7	-3.1	1.1	13.4	2.3	4.3	0.0
Nn1c(Cc2cccc3ccccc23)nnc1SCC(=O)NCC1CCCO1 (stereo unspecified)	0.2	99.0	-0.5	-2.2	-2.8	-1.0	0.7	2.7	6.6	0.0
COc1ccc(C(=O)C2CCCN(Cc3nc4ccccc4nc3C)C2)cc1OC (stereo unspecified)	-0.6	99.0	1.0	-0.5	-3.7	-1.6	-1.9	-2.1	6.5	0.0
Cc1nccn1CC1CCc2c(c3ccccc3n2C)C1=O (stereo unspecified)	0.6&-0.1	95.0&104.0	2.7&7.1	5.4&4.5	-5.3&2.7	1.0&0.9	-4.7&3.3	-1.4&1.6	-3.4&10.6	-0.3&0.2
O=C(Cc1ccc2c(c1)OCO2)NN=Cc1ccc([N+](=O)[O-])o1	-1.1	94.0	0.6	11.1	11.2	-3.4	3.8	-4.9	-5.4	3.8
COc1ccc(N2CCN(C(=O)CNC(=O)Cn3c(C)cc4ccccc4c3=O)CC2)cc1	-2.6	79.0	-2.3	-0.3	-5.1	25.5	5.5	0.1	-0.1	0.1
CCOc1ccccc1NC(=O)CSc1nnc(-c2ccncc2)o1	-2.2	105.0	0.9	1.6	3.2	-3.0	-13.1	12.3	-1.4	0.1
CCc1ccc(CN(C)Cc2nc(COc3ccccc3)no2)nc1	-1.9	96.0	0.0	3.3	-3.2	12.7	-0.4	-6.4	-3.1	0.0
CC(C)c1ccccc1NC(=O)C1C2C=CC(C2)C1C(=O)O (stereo unspecified)	-1.4	97.0	-0.3	1.4	-9.4	1.5	-1.5	-0.3	4.2	0.0
Cc1ccc(NC(=O)COC(=O)c2ccccc2F)cc1S(=O)(=O)N1CCCCC1	-1.9	98.0	-0.3	3.2	2.5	-3.9	-3.2	-10.2	1.2	-0.2
Cc1cc(C)cc(N(CC(=O)NC2CCCCC2)C(=O)CCC(=O)Nc2cc(C)ccn2)c1	1.1	95.0	-2.9	0.8	-3.7	4.0	-0.6	-2.6	-5.0	0.4
Cc1ccccc1-c1nc(CS(=O)(=O)CC(=O)Nc2cc(F)ccc2F)c(C)o1	7.4	97.0	0.0	-0.9	-1.2	1.6	-5.2	-9.5	-2.2	0.2
O=C(CCN1C(=O)C2C3C=CC(C4CC34)C2C1=O)Oc1cccc2cccnc12 (stereo unspecified)	0.4	101.0	5.1	-0.2	-1.2	4.5	0.4	6.5	-0.4	0.2
CCC(C)NC(=O)Nc1ccc(Br)cc1Cl (stereo unspecified)	-0.4	93.0	2.5	0.5	3.8	4.6	0.8	-14.3	-0.9	0.5
COc1ccc(C(=O)N(C)CC(O)c2ccccc2)cc1OC1CCN(C(C)=O)CC1 (stereo unspecified)	-1.4	90.0	-0.1	-1.4	-3.8	6.9	7.5	1.7	0.6	-0.1
O=C(CSc1ncnc2ccccc12)N1CCNC1=O	-2.5	97.0	0.6	-2.3	1.9	3.2	6.4	21.1	-3.7	0.5
CCN1CCN(C(=O)c2cc(COc3c(C)cccc3C)on2)CC1	-1.1	87.0	-0.5	-3.8	-15.1	15.0	-3.4	-0.2	8.9	-0.2
Cc1c(-c2ccc(F)cc2)[n+](=O)c2c(n1[O-])CCCCC2	-1.3	102.0	-0.8	1.5	2.1	1.0	2.2	-0.5	6.3	0.0
CCCOc1ccc(OCCSc2nnc(N)s2)cc1	-0.9	99.0	.	0.2	-0.4	2.6	-6.9	.	2.8	.
Cc1ccc(-n2ncc(C(=O)O)c2C2CCN(C(=O)OC(C)(C)C)CC2)cc1	-1.3	91.0	-0.2	1.1	-1.2	2.5	-1.1	7.9	2.3	0.0
CCOC(=O)N1CCC(n2c(SCC(=O)Nc3ccccc3OC)nc3ccccc3c2=O)CC1	-0.9	94.0	-1.7	-7.3	-6.2	14.1	-1.3	17.6	-2.8	0.0
Cc1ccc(O)c(NC(=S)NC(=O)Cc2ccc(Cl)cc2)c1	7.4	90.0	-0.3	7.9	-13.0	5.1	-4.2	10.9	0.2	0.0
CCCC(C)NC(=O)CSc1nnc2ccccn12 (stereo unspecified)	-0.5	97.0	0.1	2.0	1.0	1.9	1.3	9.2	-3.5	-0.3
Cc1ccc(C(=O)NNC(=O)Cc2ccccc2)cc1	-1.3	97.0	1.9	3.8	1.6	-1.3	2.6	-1.6	-0.1	-0.3
Cc1cc(=O)oc2cc(OCC(=O)NCCc3nc4ccccc4[nH]3)ccc12	-2.2	93.0	-0.1	-0.1	-2.7	3.4	5.3	5.2	-2.6	0.0

Part of the list above, comma-delimited.
SMILES,MC4R barr agon,ABCB6 inh MLPCN,iPSC survival up,Glyco luc inh,Exocytosis inh,MC4R antag cAMP,ABHD5-PLIN5 inh,H9c2 protect,HTR2A ag,aDG glyco up
Cc1ccc(O)c(NC(=S)NC(=O)Cc2ccc(Cl)cc2)c1,7.4,90.0,-0.3,7.9,-13.0,5.1,-4.2,10.9,0.2,0.0
CCCC(C)NC(=O)CSc1nnc2ccccn12 (stereo unspecified),-0.5,97.0,0.1,2.0,1.0,1.9,1.3,9.2,-3.5,-0.3

(more compounds)
SMILES	MC4R barr agon	ABCB6 inh MLPCN	iPSC survival up	Glyco luc inh	Exocytosis inh	MC4R antag cAMP	ABHD5-PLIN5 inh	H9c2 protect	HTR2A ag	aDG glyco up
COc1ccc([C@H]2CC(=O)C[C@@H](CCn3cc(CC4CCCC4)nn3)O2)cc1	.	125.0	-0.8	.	4.8	.	-8.4	.	-1.5	0.2
COc1ccc(C(=O)NNC(=O)CSc2nc3c([nH]2)c(=O)n(C)c(=O)n3C)cc1	-1.5	95.0	0.2	-0.6	1.2	13.2	2.5	-2.7	4.4	-0.3
CCCN1Cc2cccc(C(=O)NCc3ccccc3OC)c2C1=O	-1.6	90.0	-2.9	-1.3	-0.2	-1.1	4.7	9.6	3.4	0.0
O=C(/C=N/O)NCCN1CCCCC1	-1.7	98.0	1.2	1.3	-3.5	3.7	5.1	-2.6	3.3	0.0
Cc1cccc(NC(=O)CSCc2cc(=O)n3nc(C4CC4)sc3n2)c1	-0.9	96.0	0.2	1.6	-4.9	0.7	-12.3	-6.1	12.8	0.4
C/C(N)=C(/C#N)C(=O)CN1C(=O)NC(Cc2c[nH]c3ccccc23)C1=O (stereo unspecified)	0.1	99.0	-0.7	0.4	-0.1	2.4	1.6	7.5	4.9	0.0
COc1ccc(NC(=O)C(c2ccc(C)cc2)N(C)C(=O)c2cnccn2)cc1 (stereo unspecified)	-2.5	109.0	-3.9	0.0	-4.6	19.5	5.5	2.0	1.1	-0.2
Cc1ccnn1CCC(=O)N1CCCC(Nc2ccc(F)c(F)c2)C1 (stereo unspecified)	-2.4	96.0	-0.3	0.7	4.6	0.6	16.0	0.1	2.1	-0.2
COC(=O)c1cc(C(=O)OC)n(Cc2ccc(F)cc2)n1	1.6	100.0	1.2	1.7	5.3	3.6	-5.0	3.1	-0.4	0.0
CC1C/C(=N\NC(=S)NCc2ccccc2)CC(C)(C)C1 (stereo unspecified)	4.7	105.0	-0.9	-3.1	2.2	-0.6	-7.4	-11.1	-2.0	1.1
C=CCSc1nnc(-c2cccnc2)o1	-0.3	97.0	0.0	0.5	-3.8	2.4	1.3	5.3	1.4	-0.1
Cc1cc(C)c(NC(=O)COC(=O)c2ccc([N+](=O)[O-])s2)c(C)c1	3.5	99.0	4.5	3.9	-2.0	-1.8	-1.3	-1.3	-1.8	0.1
